GALK inhibitor = blocks human galactokinase activity; P51570; Potency, µM (series often up to 57.5 µM), inactives show top-dose activity change, negative = inhibition, usual class: inhibitors; Purified GALK, Kinase-Glo residual ATP luminescence; hit rate 0.007% among 270,000; also: potency is read from the fitted curve at half-maximal effect; % is scaled to controls: 0 for no effect and ±100 for the full control effect
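Compounds were pin-transferred into ATP buffer (35 uM final), then GALK plus galactose (5 nM, 100 uM final) was added. After 1 h at room temperature, Kinase-Glo Plus was added and luminescence read after 10 min.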
PKM2 activator = increases activity of human pyruvate kinase M2; Potency, µM (top dose mostly 57.5 µM), for the others: top-dose activation, most hits filed as activators; AID 1631; P14618; hit rate 0.34% among 260,000; purified PKM2, Kinase-Glo ATP luminescence, activation; response scale: 0% is enzyme alone, no compound; also: potency is read from the fitted curve at half-maximal effect; % is scaled to controls: 0 for no effect and ±100 for the full control effect; nearly all actives have a fitted effect of over 55% in size
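hPK-M2, >95% pure; 0.1 mM ADP / 0.5 mM PEP final; imidazole pH7.2 buffer w/ 7 mM MgCl2, 50 mM KCl; 1 h RT; Kinase-Glo lum. Intermediate enzyme activity for dual inhibitor/activator qHTS.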
TSHR antagonist = human thyrotropin receptor antagonism; P16473; hit rate 0.2% among 330,000; TSHR-expressing cells, TSH-stimulated cAMP HTRF, 2 h; stronger effect = lower value; activity change, negative = inhibition, % at 11.5 µM;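 active = activity change below a set negative limit, meaning inhibition stronger than a set level, cut at about -70% in these data; inconclusive = activity change between two set negative limits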; also: % is scaled to controls: 0 for no effect and ±100 for the full control effect
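Competitive HTRF cAMP read-out (cryptate anti-cAMP antibody, cAMP-d2; 30 min, room temperature) in freshly harvested TSHR cells. Compounds added before TSH at EC80 (4nM final), followed by 2 hours' incubation at 37 deg C.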
Eya2 inh = Eya2 (human) phosphatase inhibition; hit rate 0.006% among 330,000; O00167; recombinant Eya2, OMFP fluorescence dephosphorylation (OMFP is methylfluorescein phosphate); Potency, µM (titrated, usually from 76.9 µM), for inactives: at the top dose activity, negative = inhibition, most hits filed as inhibitors; AID 488837; also: potency is read from the fitted curve at half-maximal effect; % is scaled to controls: 0 for no effect and ±100 for the full control effect
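Eya2 protein (added as 0.2 uM solution) was preincubated with compound for 10 min at ambient temperature in 50 mM HEPES pH 7.5, 50 mM NaCl, 5 uM MgCl2, 0.05% BSA, 1 mM DTT. OMFP (added at 50 uM) then reacted 10 min; fluorescence read at 485/525 nm.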
MBNL1 CUG block = MBNL1-poly(CUG) RNA binding inhibition; Q9NR56; TR-FRET MBNL1-His/biotin-(CUG)12 binding, 665/545 ratio; Potency, µM (highest dose often 57.5 µM), inactives show at the highest dose activity change, negative = inhibition, usual class: inhibitors; hit rate 0.036% among 280,000; AID 2675; active = well fitted inhibition curve with a large enough effect in the signal ratio, with a control signal flat, not every such curve was filed as active; inconclusive = small, poorly fitted or top-dose-only effect, or effect the other way, or a change in a side signal; inactive = no such curve, though single readings can be large or run the other way; the % refers to the signal ratio; also: potency is read from the fitted curve at half-maximal effect; % is scaled to controls: 0 for no effect and ±100 for the full control effect
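Compounds (final 92 nM to 58 uM) are added to His-tagged MBNL1 and biotin-(CUG)12, then terbium anti-His antibody and streptavidin-XL665 (5 nM final). After 60 min at room temperature, the 665/545 nm ratio is read.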
USP2a block = blocks human ubiquitin-specific protease USP2a | O75604 | USP2 core, Ub-CHOP2 coupled fluorogenic reporter, 485/531 | Potency, µM (series often up to 38.3 µM), inactives show at the highest dose activity change, negative = inhibition, most hits filed as inhibitors | hit rate 0.01% among 330,000;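 also: potency is read from the fitted curve at half-maximal effect; plate controls were DMSO wells for no effect and full inhibition by NEM control for full effect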
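USP2 core (10nM final) preincubated 30min RT with compound in 20mM Tris-HCl pH 8.0, 2mM CaCl2, 2mM beta-mercaptoethanol, 0.05% CHAPS; 25nM Ub-CHOP2 plus 25nM reporter substrate added, fluorescence (Ex485/Em531) read after 60min.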
Mito fusion yeast = inhibitors of mitochondrial division or activators of mitochondrial fusion; S. cerevisiae fusion-defective mutant growth rescue, CellTiterGlo 48 h; Potency, µM (titrated, usually from 46.1 µM), for inactives: at the highest dose growth rescue (activation), actives largely listed as activators; hit rate 0.23% among 320,000; AID 485298;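 also: potency is read from the fitted curve at half-maximal effect; % of control where 0% means no effect; nearly all actives have a fitted effect of over 45% in size; temperature-sensitive fusion mutants such as fzo1-1 at 37 °C on non-fermentable ethanol glycerol medium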
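Temperature-sensitive fusion-defective S. cerevisiae (e.g. fzo1-1, mgm1-5) were grown with compound in YPEG medium (3% ethanol, 3% glycerol) for 48 hours at 37C. Growth rescue was measured as viability by CellTiterGlo luminescence after 10 minutes at ambient.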
S-ASM inh = blocks human secretory acid sphingomyelinase; placental ASM, HMU-PC fluorogenic substrate, 60 min; hit rate 0.006% among 340,000; P17405; Potency, µM (titrated, usually from 57.5 µM), for the others: at the highest dose activity change, negative = inhibition, most hits filed as inhibitors; also: potency is read from the fitted curve at half-maximal effect
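Fluorescence read-out (Ex 386 nm, Em 447 nm) after stopping the reaction at pH 10. Enzyme: ASM from human placenta; substrate HMU-PC0, 9 uM final; 60 min, 37 °C. Compound preincubation 10 min, ambient temperature.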
Menin MLL FP TR = inhibitors of human menin-MLL interaction, mutant MLL peptide. Menin + Texas Red MLL mutant peptide, fluorescence polarization. Potency, µM (doses to about 61.6 µM), without a hit: at the highest dose FP activity change, negative = inhibition, actives largely listed as inhibitors. hit rate 0.23% among 270,000. O00255; active = well fitted inhibition curve with a large enough effect in the polarisation, with a control signal flat, not every such curve was filed as active; inconclusive = small, poorly fitted or top-dose-only effect, or effect the other way, or a change in a side signal; inactive = no such curve, though single readings can be large or run the other way; the % refers to the polarisation; also: potency is read from the fitted curve at half-maximal effect; % of control where 0% means no effect; many of its hits are not listed in these tables
hERG WT inh = blocks the wildtype human KCNH2 potassium channel; Q12809; U2OS, BacMam KCNH2, thallium flux FluxOr; stronger effect = lower value; activity change, % at 1.84 µM; hit rate 0.37% among 340,000; AID 720551;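 active = maximum activity change below -70%; inconclusive = maximum activity change between -70% and -50%; inactive = maximum activity change above -50%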; also: % is scaled to controls: 0 for no effect and ±100 for the full control effect
Target sequence (Q12809 whole entry, looked up): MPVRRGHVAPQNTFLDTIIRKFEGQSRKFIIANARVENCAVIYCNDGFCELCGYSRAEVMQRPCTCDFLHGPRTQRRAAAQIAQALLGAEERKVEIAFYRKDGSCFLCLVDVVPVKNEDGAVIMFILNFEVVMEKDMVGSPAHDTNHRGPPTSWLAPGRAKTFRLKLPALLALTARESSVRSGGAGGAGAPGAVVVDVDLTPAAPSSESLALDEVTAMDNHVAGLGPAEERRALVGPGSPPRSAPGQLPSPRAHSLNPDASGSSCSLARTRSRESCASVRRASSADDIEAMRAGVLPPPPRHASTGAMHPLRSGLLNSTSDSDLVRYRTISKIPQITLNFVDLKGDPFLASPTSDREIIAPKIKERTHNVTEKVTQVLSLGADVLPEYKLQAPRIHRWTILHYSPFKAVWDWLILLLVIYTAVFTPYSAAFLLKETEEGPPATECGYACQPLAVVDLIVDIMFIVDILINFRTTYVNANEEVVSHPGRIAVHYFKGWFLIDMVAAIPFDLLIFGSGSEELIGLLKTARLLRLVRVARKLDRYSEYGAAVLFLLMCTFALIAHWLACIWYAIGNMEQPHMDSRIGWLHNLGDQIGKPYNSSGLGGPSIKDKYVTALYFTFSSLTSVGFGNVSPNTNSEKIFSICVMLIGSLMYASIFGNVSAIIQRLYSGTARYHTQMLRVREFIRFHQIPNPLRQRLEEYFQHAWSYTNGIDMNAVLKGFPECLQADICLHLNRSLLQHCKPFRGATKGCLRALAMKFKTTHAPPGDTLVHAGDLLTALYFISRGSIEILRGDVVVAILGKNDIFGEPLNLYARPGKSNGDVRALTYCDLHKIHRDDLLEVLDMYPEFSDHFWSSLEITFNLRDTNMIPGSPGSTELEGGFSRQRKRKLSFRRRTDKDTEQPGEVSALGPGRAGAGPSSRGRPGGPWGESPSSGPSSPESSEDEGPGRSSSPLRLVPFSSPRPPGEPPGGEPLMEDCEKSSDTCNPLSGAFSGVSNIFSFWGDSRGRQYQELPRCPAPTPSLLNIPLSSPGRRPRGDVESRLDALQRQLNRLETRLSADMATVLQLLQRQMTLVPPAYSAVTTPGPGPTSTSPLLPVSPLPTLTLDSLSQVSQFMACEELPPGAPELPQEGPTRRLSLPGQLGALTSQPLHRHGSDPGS
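U2OS cells transduced with wild-type KCNH2 virus are loaded with FluxOr dye for 45 min, and thallium flux is measured in kinetic reads before and after stimulation buffer. Rate constants are normalized to DMSO controls.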
Chronic BCR inh = inhibitors of chronic active B-cell receptor signaling; hit rate 0.05% among 340,000; Potency, µM (highest dose often 46.1 µM), for inactives: at the top dose ratio change, negative = lower green/red ratio, usual class: inhibitors; ABC-DLBCL IkBa-CBG/CBR reporter, luminescence ratio, 4 h; AID 493014; active = well fitted inhibition curve with a large enough effect in the signal ratio, with a control signal flat, not every such curve was filed as active; inconclusive = small, poorly fitted or top-dose-only effect, or effect the other way, or a change in a side signal; the % refers to the signal ratio;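 also: potency is read from the fitted curve at half-maximal effect; plate controls were basal doxycycline-induced cells for no effect and cells given 10 µM MG132 for full effect; MG132 reads +100%, hits lower the ratio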
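TMD8 ABC-DLBCL cells carrying doxycycline-inducible green luciferase fused to IkappaBalpha plus unfused red luciferase were exposed to compounds (up to 46 uM) for 4 hrs at 37C. Activity came from the overlap-corrected green/red luminescence ratio.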
Active calls of the source: *; i = inactive; ? = inconclusive; nt = no result given; [ ] = another dose, or the depositor's remark. Unless noted, calls follow the shape of the dose curve; as a rule, active = well fitted curve in the direction sought with a large enough effect; inconclusive = small, poorly fitted or top-dose-only effect, or another doubt; inactive = no such curve, though single readings can be large; an effect the other way counts as inactive or inconclusive.

SMILES | GALK inhibitor | PKM2 activator | TSHR antagonist | Eya2 inh | MBNL1 CUG block | USP2a block | Mito fusion yeast | S-ASM inh | Menin MLL FP TR | hERG WT inh | Chronic BCR inh
O=c1c(Cl)c(N2CCN(c3ccccc3)CC2)cnn1C12CC3CC(CC(C3)C1)C2 | 1% | -2% | 2 | -3% | nt | 2% | -4% | -2% | -20% | -6 | 12%
Cc1ccc2cc3c(N)c(C(=O)N4CC(=O)Nc5ccccc54)sc3nc2c1 | 6% | 4% | 22 | -2% | 10% | 8% | -2% | nt | nt | nt | ?
C#CCOCCOCCOCCNc1nc(N2CCN(C(=O)[C@H]([C@@H](C)CC)n3cc([C@@H](N)Cc4ccc(O)cc4)nn3)CC2)nc(N2CCN(C(=O)[C@H]([C@@H](C)CC)n3cc([C@@H](N)Cc4ccc(O)cc4)nn3)CC2)n1 | 7% | 0% | 3 | -18% | -10% | -1% | 0% | 1% | ? | 0 | 9%
Cc1nc2ccc(NS(=O)(=O)c3ccc(F)c(C)c3)cc2[nH]1 | 9% | -2%[11.5 µM] | -9 | 0% | -7% | 0% | -2% | 0% | ? | 2 | 0%
CSc1nc2ccccc2n1CC(=O)Nc1ccc(C)c(C)c1 | nt | 0% | -5 | 11% | 3% | -1% | 0% | 1% | 4% | 28 | 3%
CC(C)(C)c1nc(N2CCN(C(=O)c3ccco3)CC2)c2nnn(Cc3ccccc3)c2n1 | nt | 2% | -9 | -16% | -7% | 1% | 0% | ? | ? | -43 | 11%
C/C(=N/NC(=O)c1cc(C(C)C)[nH]n1)c1cccs1 | 0% | -16% | -6 | 10% | ? | 1% | 2% | 1% | -11% | 1 | ?
CCOC(=O)CCCNC(=O)c1cncc(O)c1 | 1% | -1% | 1 | 7% | -6% | 2% | 0% | 2% | 3% | 10 | 6%
NC(=O)c1ccc(NC(=O)CNC(c2ccccc2)c2ccccc2)cc1 | 0% | nt | -10 | 8% | 1% | -1% | 8% | -2% | -11% | -14 | -8%
COc1ccc(CCNC(=O)CN(c2ccccc2OC)S(=O)(=O)c2ccc(C)cc2)cc1 | -8% | 1% | -37 | -11% | -2% | -9% | -7% | 0% | ? | 1 | ?
COc1ccc2c(CC(=O)NC(Cc3ccc(Cl)cc3)C(=O)O)cc(=O)oc2c1C (stereo unspecified) | nt | nt | 26 | -18% | -3% | -3% | -13% | 8% | -2% | 8 | 0%
CC(=O)Nc1ccc(S(=O)(=O)N(C)CC(=O)OCC(=O)NC(C)C23CC4CC(CC(C4)C2)C3)cc1 (stereo unspecified) | -2% | -1% | 38 | -4% | -5% | 4% | -4% | -4% | 9% | -8 | ?
CNC(=O)c1ccc(-n2cccn2)nc1 | -2% | -1% | -12 | -20% | 2% | -1% | 3% | 2% | 11% | -9 | 12%
CCOC(=O)/C=C(C)\C=C\c1c[nH]c2ccccc12 | 1% | 9% | 7 | -8% | 11% | -1% | -9% | -4% | nt | -11 | 3%
CCN(CC)S(=O)(=O)c1ccc(N2CCOCC2)c(NC(=O)COc2ccc(OC)cc2)c1 | nt | nt | -14 | -29% | nt | -2% | 12% | -3% | nt | 20 | ?
O=C1C=C(/C=C/C2C=CC=CC2)C[C@@H](c2ccc(Cl)cc2)C1 (stereo partly specified) | nt | nt | -2 | 5% | nt | 1% | ? | -20% | nt | -23 | ?
COc1ccc(Cc2nnc(SCC(=O)N(c3ccccc3)C(C)C)n(N)c2=O)cc1 | nt | nt | -4 | -5% | nt | 4% | -6% | -1% | nt | 0 | 1%
Cc1nc2oc3ccccc3c(=O)c2c(=O)n1Cc1ccccc1 | -5% | 6% | 7 | 13% | -2% | 0% | -3% | -1% | -25% | -2 | ?
CCOC(CNC(=O)c1ccc2c(c1)nc(C)n2-c1cccc(F)c1)OCC | -1% | 2% | 1 | 3% | -2% | 0% | -3% | 2% | 0% | 15 | -4%
C=CC[C@@H](CC(=O)NCCO)C(=O)N[C@@H](C)COC(=O)[C@H](CC=C)CC(=O)OC(C)(C)C | nt | nt | 13 | 6% | nt | -2% | nt | 0% | nt | 11 | -3%
COc1cc(OC)c(-c2nc3c[n+](CC(=O)c4ccccc4)ccc3n2C)cc1OC | -3% | 10% | -4 | -15% | -2% | 0% | -1% | 2% | -2% | 6 | 8%
O=C(CN1c2cccc3cccc(c23)S1(=O)=O)Nc1ccc(S(=O)(=O)N2CCOCC2)cc1 | 0% | 3% | 15 | 4% | 3% | -16% | 10% | nt | ? | 10 | ?
O=C(c1ccccc1)c1ccc(C(=O)N2CCN(c3ccccc3)CC2)cc1 | -10% | 1% | -28 | 1% | -3% | 1% | 0% | -2% | nt | 19 | -1%
N#Cc1c(-c2ccccc2)cc(-c2ccccc2)nc1SCC(=O)NCC(=O)O | -1% | 2% | -12 | -2% | 7% | 2% | 1% | 17% | nt | -11 | -1%
COc1ccccc1N1CCN(C2=Nc3cccc4cccc2c34)CC1 | -1% | 7% | 5 | -7% | ? | 2% | -1% | -16% | -23% | -8 | ?
(more compounds)
SMILES | GALK inhibitor | PKM2 activator | TSHR antagonist | Eya2 inh | MBNL1 CUG block | USP2a block | Mito fusion yeast | S-ASM inh | Menin MLL FP TR | hERG WT inh | Chronic BCR inh
CCOC(=O)c1c(Cc2ccc(Cl)cc2)c[nH]c1C | 0% | -4% | -20 | -10% | -3% | 4% | ? | -4% | 13% | i | ?
COC(=O)c1ccccc1NS(=O)(=O)c1ccc(Cl)nc1 | 4% | 2% | 4 | -6% | -3% | 1% | 3% | -1% | 3% | -9 | 2%
Cc1ccc(-n2c(SCC(=O)N3CCCCC3)nc(O)cc2=O)cc1 | 6% | 2% | -13 | 7% | -3% | 0% | 2% | -2% | nt | 1 | 15%
COCCCNC(=S)N/N=C/c1cccc(OC)c1O | nt | 3% | 4 | -12% | 19% | -1% | -5% | 83%[activator] | nt | -3 | ?
CCc1ccc(NS(=O)(=O)c2ccc3oc(=O)ccc3c2)cc1 | -1% | 18% | 11 | -11% | -10% | -3% | 0% | -6% | 145%[activator] | -20 | 6%
COc1ccc(OC)c(-n2c(SCC(=O)Nc3cccc(S(N)(=O)=O)c3)nc3ccccc3c2=O)c1 | -4% | 13% | 15 | 1% | nt | 5% | 4% | -2% | nt | 1 | 1%
N#CCOc1nc(N2CCCCC2)nc(N2CCCCC2)n1 | 5% | -5% | -12 | 3% | 19% | 3% | 17% | 0% | ? | nt | ?
COc1ccc(CC(=O)Nc2ccc(-c3ccc4nnc(C)n4n3)cc2)cc1OC | 9% | 0% | -3 | 0% | ? | 2% | 1% | -1% | -22% | -18 | ?
O=C(O)/C(=C\c1ccccc1OC(F)F)Sc1nnc(-c2ccc(F)cc2)o1 | -1% | 7% | 30 | -6% | 16% | 2% | 13% | -5% | 30%[activator] | 0 | ?
Cc1cccn2c(=O)c3cc(C(=O)NCCN4CCOCC4)c(=N)n(CCCN4CCOCC4)c3nc12 | 1% | -3% | -41 | ? | ? | -1% | 4% | i | -5% | 5 | 5%
C/C=C(\C)C(=O)Nc1cccc(C2=NOC3(C2)C[C@H](C(N)=O)N(C(=O)c2cc([N+](=O)[O-])cc([N+](=O)[O-])c2)C3)c1 (stereo partly specified) | 0% | 1% | -9 | -21% | ? | -3% | 8% | 2% | nt | 2 | -5%
COc1cc(C2Nc3cccc4cccc(c34)N2)cc(OC)c1OC(C)=O | 0% | 9% | -7 | -34% | 21% | 3% | -3% | -11% | ? | -5 | 0%
O=C(O)c1cnn2c(C(F)(F)F)cc(-c3ccco3)nc12 | 2% | -2% | -6 | 9% | ? | 1% | -1% | 14% | 1% | 1 | 2%
CCCN(CCC)CC(O)COc1ccc([N+](=O)[O-])cc1 (stereo unspecified) | 0% | 20% | 7 | 3% | ? | 1% | 1% | -2% | 11% | -75* | 5%

The list is partial; rates above refer to the full screens.
